# FBW7 activator: human FBW7 E3 ligase activation, primary screen | Q969H0 | AlphaScreen FBW7–phospho-cyclin E peptide binding, activator screen | normalized activity (activation), % at 26.1 µM | 650,000 tested, 0.13% active; in the data active = normalized activity above about 1.9%;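 note: purified mutant Fbw7 with reduced substrate affinity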
# GPR151 ag: activates the human receptor GPR151; Q8TDV0; PathHunter beta-arrestin GPR151 cells, luminescence; activation, % at 11.2 µM; 650,000 tested, 1% active; AID 1508602; in the data active = activation above about 4.9%;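 note: 0% = median of compound wells and 100% = cells with positive control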
# Target sequence (Q8TDV0 whole entry, looked up): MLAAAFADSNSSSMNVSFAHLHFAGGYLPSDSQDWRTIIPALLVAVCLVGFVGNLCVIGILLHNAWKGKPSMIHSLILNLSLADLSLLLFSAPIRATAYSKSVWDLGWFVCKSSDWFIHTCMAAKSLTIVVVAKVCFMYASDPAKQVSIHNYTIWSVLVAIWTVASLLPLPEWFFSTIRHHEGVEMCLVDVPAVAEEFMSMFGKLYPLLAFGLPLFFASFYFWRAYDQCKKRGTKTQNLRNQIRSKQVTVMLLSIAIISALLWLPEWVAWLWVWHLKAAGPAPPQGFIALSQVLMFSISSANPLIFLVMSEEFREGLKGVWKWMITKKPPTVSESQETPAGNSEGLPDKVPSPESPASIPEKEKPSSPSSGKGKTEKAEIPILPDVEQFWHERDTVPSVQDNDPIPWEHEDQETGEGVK
# MITF primary: inhibitors of human MITF; O75030; inhibition, % at 2.6 µM; AlphaScreen MITF homodimerization, bead proximity signal; AID 1259374; 650,000 tested, 0.91% active; in the data active = inhibition above about 50%;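 note: 0% = vehicle wells with protein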
# Target sequence (O75030 whole entry, looked up): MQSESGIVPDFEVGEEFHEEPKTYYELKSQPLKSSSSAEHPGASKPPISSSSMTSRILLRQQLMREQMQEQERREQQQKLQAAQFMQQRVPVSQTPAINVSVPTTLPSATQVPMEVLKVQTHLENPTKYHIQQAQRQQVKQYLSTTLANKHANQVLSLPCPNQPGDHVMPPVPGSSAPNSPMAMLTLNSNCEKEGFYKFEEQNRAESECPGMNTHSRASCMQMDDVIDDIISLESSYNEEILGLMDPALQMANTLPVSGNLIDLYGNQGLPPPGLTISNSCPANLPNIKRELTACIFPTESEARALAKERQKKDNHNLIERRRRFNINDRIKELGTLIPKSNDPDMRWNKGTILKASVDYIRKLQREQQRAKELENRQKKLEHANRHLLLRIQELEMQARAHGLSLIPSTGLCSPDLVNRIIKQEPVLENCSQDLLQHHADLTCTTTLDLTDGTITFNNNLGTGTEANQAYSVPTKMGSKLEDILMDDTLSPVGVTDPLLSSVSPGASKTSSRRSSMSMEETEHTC
# TEAD-YAP block: TEAD-YAP interaction inhibition | HEK-TIYL cells, TEAD-Gal4/YAP UAS-luciferase luminescence | inhibition, % at 9.12 µM | 640,000 tested, 1.4% active | AID 1259422; in the data active = inhibition above about 32%;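 note: 0% = median of test compound wells and 100% = reference inhibitor wells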
# Active calls of the source: *; nt = no result given.
SMILES,FBW7 activator,GPR151 ag,MITF primary,TEAD-YAP block
Cc1nc2c(C)cccn2c1C(=O)NCCc1ccccn1,0.3,0.1,3,-12
CC(SCc1ccccc1)C(=O)NCc1cccnc1 (centres undefined),0.0,8.0*,5,-5
Cc1nnc(NC(=O)c2ccc(C)c([N+](=O)[O-])c2)s1,0.4,-0.8,-3,-11
NS(=O)(=O)c1ccc(NC(=S)Nc2ccccc2)cc1,0.0,-1.6,0,1
C(=C\c1ccccc1)/CN1CCN(c2nnnn2-c2ccccc2)CC1,0.0,-1.9,14,4
COC(=O)C1=C(C)N(CCc2ccccc2)C(=O)/C1=C\c1ccc2c(c1)OCO2,0.8,-2.9,22,5
CCCCOc1ccc(NC2=NC3(CCCC3)N=C(N)N2)cc1,0.1,0.2,-6,2
Cc1ccc(N2CCN(S(=O)(=O)c3ccc4[nH]c(=O)c(=O)[nH]c4c3)CC2C)cc1 (centres undefined),0.1,-1.0,8,8
CCOC(=O)N1CCN(c2nc3ccccc3n3cnnc23)CC1,0.4,-1.6,1,13
COc1ccc(C)cc1S(=O)(=O)Nc1cccc([N+](=O)[O-])c1,-0.1,1.6,3,4
O=C(NCCc1ccccc1)C1CCC(=O)N1CCc1ccccc1 (centres undefined),0.0,-1.7,7,1
Cc1ccc2cc(CCNC(=O)c3cccs3)c(=O)[nH]c2c1,0.0,0.0,25,-64
c1ccc(-c2cc(NC3CCCCC3)nc(-c3cccnc3)n2)nc1,0.0,0.4,-12,18
COc1ccc(C(=O)CN2CCCC2=N)cc1,1.5,-0.5,13,-25
CCOC(=O)N1CCN(S(=O)(=O)c2ccc(OC)c([N+](=O)[O-])c2)CC1,0.1,-0.4,-7,-7
O=S(=O)(c1ccccc1)c1cnc2ccccc2c1N1CCOCC1,-0.1,-1.8,9,6
CCOc1ccccc1C(=O)Nc1ccc(-c2cn3nc(OC)ccc3n2)cc1,0.9,-0.3,-4,-1
O=c1[nH]cc(S(=O)(=O)Nc2ccc(Cl)cc2)c(=O)[nH]1,-0.1,-1.4,5,2
CCCNc1ncnc2sc3c(c12)CCCC3,-0.2,0.6,-4,-5
COc1cc(/C=N/NC(=O)C(=O)N/N=C/c2ccc(O)c(OC)c2)ccc1O,-0.1,-0.3,1,12
O=C(NCCOc1ccccc1)c1cccc(Nc2cccnc2)n1,0.2,-0.3,13,-12
COc1ccc(Br)cc1/C=C1\C(=O)NC(=O)N(c2cccc([N+](=O)[O-])c2)C1=O,0.0,0.8,-2,1
Cc1nnc(NC(=O)Cn2cnc3sc4c(c3c2=O)CCCC4)s1,-0.1,0.7,-4,-4
CCOc1cc(C)nc(N2C3CCC2CC(O)(c2ccc(F)cc2)C3)n1 (centres undefined),-0.1,-0.4,7,4
CC1CN(C(=O)c2ccccc2)OC(c2cccc([N+](=O)[O-])c2)O1 (centres undefined),0.1,-0.1,1,1
COc1ccc(NC(=S)NC(=O)c2cccnc2)cc1,-0.1,0.4,-3,-5
O=C(NCc1cccc(C(F)(F)F)c1)c1cccc(N2CCCC2CO)n1 (centres undefined),0.1,2.2,-11,12
CCOC(=O)C(C#N)=C1CC(C)(C)NC(C)(C)C1,0.0,0.4,-13,0
O=C(CCC(=O)Nc1ccc(Br)cc1)N/N=C/c1ccc2c(c1)OCO2,0.1,-1.2,15,10
CCC(C)(C)n1nnnc1C(c1ccc(OC)cc1)N1CCN(C(=O)c2ccco2)CC1 (centres undefined),-0.1,2.5,0,1
Cc1ccc(S(=O)(=O)/N=C2/S/C(=C/N(C)C)C(=O)N2C2CCCCC2)cc1,-0.2,-1.1,-5,-8
CN(C)/C=C/C=C/C=C/C(=O)C1CCC\C(=C/C=C/C=C/N(C)C)C1=O (centres undefined),-0.2,-0.9,14,5
CCc1ccc(-n2c(=S)sc3c(=O)n(-c4ccc(C)cc4)c(SCC(=O)Nc4cc(C)on4)nc32)cc1,0.1,1.0,-2,-10
Cc1ccc(C2CC(c3ccc(Br)cc3)=NN2C(=O)CSc2nnc(CNC(=O)c3ccccc3)n2C)cc1 (centres undefined),0.2,0.3,8,18
CCOc1cc(CNCCO)cc(Br)c1OCc1cccs1,-0.1,0.9,-11,1
COc1ccc(C2=NS(=O)(=O)N(C)C(C(=O)NC(C)(C)CO)=C2)cc1,-0.1,-2.3,4,4
CCC(Sc1nc(N)c(NC(=O)c2ccco2)c(=O)[nH]1)C(=O)O (centres undefined),0.1,-1.8,5,3
CCc1cccc2c(CN3CCc4c(nc(N5CCOCC5)[nH]c4=O)C3)c[nH]c12,0.0,0.8,4,2
Cc1nnc(NC(=O)CCN2C(=O)C3C4C=CC(C4)C3C2=O)nc1C (centres undefined),0.0,0.3,0,6
O=C(NCc1cccc(C(F)(F)F)c1)c1cncc(-c2ccccc2)c1,0.1,0.5,17,-9
COc1ccc([N+](=O)[O-])cc1NC(=O)Cn1cnc2sc(C)cc2c1=O,0.1,1.6,13,1
Cc1ccc(-c2c(C(=O)N3CCN(C)CC3)oc(=O)c3ccccc23)cc1,-0.2,-0.5,-2,-6
CC(C)c1ccc(/C=N\NC(=O)c2cnccn2)cc1,0.1,1.0,3,-42
O=[N+]([O-])c1cccc(C=Nc2cccc3nsnc23)c1O,0.0,-0.6,6,9
NC(=O)CN1C(=O)CCSc2ccccc21,-0.1,-1.2,1,-1
CNc1ccc(C(=O)N(Cc2ccccc2)c2ccccn2)cc1[N+](=O)[O-],0.4,-0.4,6,-4
CS(=O)(=O)NC(C(=O)N1CCC(C(=O)Nc2ccc3[nH]ncc3c2)CC1)c1ccc(Br)cc1 (centres undefined),0.1,0.0,10,0
Cc1cc(OCC(=O)NCc2nc(-c3ccccc3)no2)ccc1Br,0.1,2.6,-3,-6
Cc1ccc(CNC(=S)NNC(=O)c2ccc(O)cc2O)cc1,-0.1,2.0,-2,1
CC(C)CC(NS(=O)(=O)c1ccc2c(c1)oc(=O)n2C)C(=O)NC1CCCCC1 (centres undefined),0.9,0.5,10,12
O=C1CC(c2ccccc2)CC2=C1C(c1cc([N+](=O)[O-])ccc1Cl)Nc1ccccc1N2 (centres undefined),0.1,1.3,-6,12
C=CCN(C(=O)c1ccccn1)C(C(=O)NCc1ccccc1)c1ccccc1C (centres undefined),0.0,0.2,-4,-4
Cc1c(C(=O)Nc2ccccc2F)nnn1-c1ccccc1F,0.0,-1.5,2,20
CC1CCN(C(=O)CC2C(=O)NCCN2CC(C)(C)C)CC1 (centres undefined),0.5,-0.9,6,3
Cc1cccc(NC(=O)C2CC2c2ccccc2)c1C (centres undefined),0.0,-1.2,1,-9
CC(C)c1ccc(/C=N/NC(=O)c2cc(O)cc(O)c2)cc1,0.0,0.1,-6,-4
CC(C)c1ccc(CN[C@H]2C[C@H]3C(=O)N[C@@H]([C@@H](C)O)C(=O)N3C2)cc1,-0.2,0.9,-4,11
COc1ccc(-c2noc(CN(C(=O)c3cccc(C)c3)C(C)C)n2)cc1,0.1,-0.7,3,-2
CCOC(=O)c1c(CSc2ccccc2)n(C)c2ccc(O)c(CN(C)C)c12,-0.1,4.5,3,1
O=C(NC12CC3CC(CC(C3)C1)C2)c1ccc([N+](=O)[O-])cc1,0.2,-0.8,11,3

# Part of the list above in another layout.
SMILES | FBW7 activator | GPR151 ag | MITF primary | TEAD-YAP block
CS(=O)(=O)NC(C(=O)N1CCC(C(=O)Nc2ccc3[nH]ncc3c2)CC1)c1ccc(Br)cc1 (centres undefined) | 0.1 | 0.0 | 10 | 0
Cc1cc(OCC(=O)NCc2nc(-c3ccccc3)no2)ccc1Br | 0.1 | 2.6 | -3 | -6
Cc1ccc(CNC(=S)NNC(=O)c2ccc(O)cc2O)cc1 | -0.1 | 2.0 | -2 | 1
CC(C)CC(NS(=O)(=O)c1ccc2c(c1)oc(=O)n2C)C(=O)NC1CCCCC1 (centres undefined) | 0.9 | 0.5 | 10 | 12

# The results go on.
SMILES,FBW7 activator,GPR151 ag,MITF primary,TEAD-YAP block
O=C(c1cccc(F)c1)N1CCN(c2ccc([N+](=O)[O-])c(NC3CC3)c2)CC1,-0.5,-0.1,-2,8
COc1ccc(NC(=O)COC(=O)CC2CCCCC2)c([N+](=O)[O-])c1,-0.4,4.0,19,-1
CC(C)OC(=O)COc1ccc2c(c1)OC1(CC2c2ccccc2)CC(C)(C)NC(=O)N1 (centres undefined),0.1,-0.9,13,0
O=C(c1ccccc1)n1nnc2ccccc21,-0.1,-1.2,4,-15
CN1CCN(CC(=O)N2CCCc3c2c(=O)oc2ccc(O)cc32)CC1,0.1,0.0,5,-5
c1ccc(Cn2cc(-c3cnn4ccc(NCc5ccncc5)nc34)cn2)cc1,-0.8,-0.8,2,6
COc1cc(COCC(O)CN2CCc3ccccc3C2)cc(OC)c1OC (centres undefined),0.6,0.0,18,0
Cc1ccc(C2=N/C(=C\c3cccc(F)c3)C(=O)O2)cc1,-0.1,0.6,2,-1
CC(C(=O)N1c2ccccc2CCc2ccccc21)n1nnc(-c2ccncc2)n1 (centres undefined),0.1,-0.8,12,-18
CC(C)(C)c1ccc(C(=O)N2CC(=O)Nc3ccccc32)cc1,-0.1,-0.2,-1,6
Cc1nc2c(c(=O)[nH]1)CN(Cc1ccc3ncccc3c1)CC2,-0.2,0.3,-12,-1
O=C(NCCc1c[nH]c2ccccc12)C(=O)Nc1ccc(F)cc1F,0.8,-2.3,18,-2
O=C(Cn1c2ccccc2c2cn[nH]c(=O)c21)NCc1cccnc1,0.2,1.0,-1,-2
CC1=C(C(=O)Nc2ccc(C)cc2)C(c2ccc(N(C)C)cc2)NC(=O)N1 (centres undefined),-0.1,0.0,-3,11
OCc1cc(Br)ccc1OCc1ccccc1,0.2,0.4,13,-39
COC(=O)c1cn(-c2ccccc2)nc1-c1ccc(Cl)cc1,0.0,1.3,-5,5
COc1cc([N+](=O)[O-])ccc1NC(=S)NNC(=O)c1ccc(-n2cccc2)cc1,0.6,-1.0,-1,-8
CN(C)CC(C)(O)c1ccc2c(c1)CN(C(=O)CCCc1cccs1)CCO2 (centres undefined),0.0,2.3,14,-3
COc1ccc(CC(=O)NCC2OCCc3ccccc32)cc1OC (centres undefined),0.1,-0.4,12,-5
CC(=O)c1ccc(C(=O)Nc2c(C(N)=O)oc3ccccc23)cc1,0.1,-2.2,-10,8

# Results in FBW7 activator and MITF primary, for four of the compounds above:
mol,FBW7 activator,MITF primary
COc1cc([N+](=O)[O-])ccc1NC(=S)NNC(=O)c1ccc(-n2cccc2)cc1,0.6,-1
CN(C)CC(C)(O)c1ccc2c(c1)CN(C(=O)CCCc1cccs1)CCO2 (centres undefined),0.0,14
COc1ccc(CC(=O)NCC2OCCc3ccccc32)cc1OC (centres undefined),0.1,12
CC(=O)c1ccc(C(=O)Nc2c(C(N)=O)oc3ccccc23)cc1,0.1,-10

# More entries follow:
SMILES,FBW7 activator,GPR151 ag,MITF primary,TEAD-YAP block
NC(=O)c1cc(NC(=O)C(F)(F)F)cc(C(N)=O)c1,0.2,-1.0,14,-9
CSc1nc2c(sc(=S)n2-c2ccccc2F)c(=O)n1-c1ccc(F)cc1,-0.1,-0.9,3,2
CCc1ccc(C(=O)COC(=O)CNC(=O)c2ccc(C)cc2)cc1,0.3,-0.3,-2,-3
CCn1c(N2CCC(C(=O)NC(C)c3cc(OC)ccc3OC)CC2)nc2ccccc21 (centres undefined),0.0,0.7,8,19
Cc1ccc(S(=O)(=O)NCC(C)NC(=O)CN2CCCC2)cc1 (centres undefined),0.5,0.6,-19,-4
CC1(C)Cc2ccccc2/C(=C/C(N)=O)N1,0.2,2.0,0,8
O=C(NCc1ccc2c(c1)OCO2)C1CCC(=O)N1C1CCCC1 (centres undefined),0.2,1.5,2,0
N#Cc1c(NC(=O)CSc2nnc(C3CCCCC3)n2N)sc2c1CCCC2,0.3,-1.1,22,5
CC(=O)OCC(=O)C12OC(C)(C)O[C@@H]1C[C@H]1[C@@H]3C[C@H](F)C4=CC(=O)C=CC4(C)[C@@]3(F)[C@@H](O)CC12C (some centres undefined),-0.1,2.1,-8,nt
Cc1nnc(SCCC(=O)Nc2ccccc2)s1,0.1,-1.4,-9,-6
O=C(O)c1ccc(Cl)c(NC(=O)c2cccc([N+](=O)[O-])c2)c1,-0.2,1.5,16,11
c1ccc2[nH]c(CNc3ncnc4nc(N5CCC(N6CCOCC6)CC5)[nH]c34)nc2c1,-0.2,-0.7,9,4
CC1=CCC2COC(c3ccccc3O)C1C2 (centres undefined),0.1,0.9,-3,9
CC1CCN(C(=S)Nc2ccc3nsnc3c2)CC1,0.0,-0.1,-14,-17
CCn1c(SCC(=O)NC(C)(C)C)nnc1-c1ccncc1,0.0,-0.7,9,-6
CCOc1ccc(CN2CCNC(=O)C2CC(=O)NCC2CCOCC2)cc1 (centres undefined),0.1,0.5,-4,4
O=C(COc1ccc(F)cc1)N1CCc2ccccc2C1,0.0,-0.9,6,-16
COc1ccccc1NC(=S)N(CCN(C)C)C(C)c1cccnc1 (centres undefined),0.2,-1.1,6,7
CCC(O)C1CCN(C(=O)CN2Cc3ccccc3OC(c3ccccc3F)C2)CC1 (centres undefined),0.0,0.1,1,1
CCOC(=O)C1(C)NC(c2ccc(Cl)cc2)C2C(=O)N(CC)C(=O)C21 (centres undefined),0.2,-0.9,20,-4
O=S(=O)(c1ccccc1)c1nc(-c2ccco2)oc1NCC1CCCO1 (centres undefined),0.0,1.0,6,0

# In the list so far, 2 contain a COOH group.
SMILES,FBW7 activator,GPR151 ag,MITF primary,TEAD-YAP block
CCC(Sc1nc(N)c(NC(=O)c2ccco2)c(=O)[nH]1)C(=O)O (centres undefined),0.1,-1.8,5,3
O=C(O)c1ccc(Cl)c(NC(=O)c2cccc([N+](=O)[O-])c2)c1,-0.2,1.5,16,11

# Screening results from PubChem.
